Compound activity as filed in PubChem BioAssay.
MrgX1 agonist – agonists of human MrgX1 receptor; hit rate 0.44% among 310,000; Q96LB2; AID 588627; B-score at 10 µM; MrgX1-HEK293 cells, Fluo-4 calcium fluorescence, agonist mode; stronger effect = higher value;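 active means calcium response B-score plate-corrected fluorescence ratio at least 3 library SD, with starting fluorescence B-score inside 5 SD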
Target sequence (Q96LB2 whole entry, looked up): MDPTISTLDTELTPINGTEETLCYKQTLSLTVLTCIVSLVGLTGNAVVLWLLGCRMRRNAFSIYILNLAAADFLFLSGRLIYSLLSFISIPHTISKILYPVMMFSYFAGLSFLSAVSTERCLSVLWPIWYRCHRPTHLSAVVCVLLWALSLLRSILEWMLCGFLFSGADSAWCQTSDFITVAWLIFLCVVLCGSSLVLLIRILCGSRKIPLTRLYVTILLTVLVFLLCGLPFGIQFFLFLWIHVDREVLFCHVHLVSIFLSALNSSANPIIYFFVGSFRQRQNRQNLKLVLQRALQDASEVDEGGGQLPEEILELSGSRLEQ
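System – MrgX1-expressing HEK293 cells · Incubation – cells plated overnight, dye loaded 0.5 h 37 °C, 0.5 h room temperature · Technique – kinetic Fluo-4 NW fluorescence of intracellular calcium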
MrgX1 antag – human MrgX1 receptor antagonism, primary screen; hit rate 1.3% among 310,000; MRGX1-HEK293 calcium flux, Fluo-4, BAM8-22 antagonism; stronger effect = lower value; Q96LB2; B-score at 10 µM;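 active means calcium-response B-score plate-corrected more than 3 library SD below zero, starting fluorescence within 5 deviations, no agonist response on first addition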;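 further: peak minus trough fluorescence over baseline after final BAM8-22 challenge near maximal dose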
SKKanGAS inh – blocks kanamycin growth of S. pyogenes SKKanGAS strain; AID 1662; BacTiter-Glo, 6 h; hit rate 1.3% among 300,000; inhibition, % at 7.5 µM;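 active means mean replicate score, as percent of positive control median, at least 50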;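 further: strain carries kanamycin resistance gene driven by streptokinase promoter and grows in 40 µg/ml kanamycin; loss of luminescence reflects streptokinase promoter inhibition or plain growth inhibition; 0% = median of DMSO wells and 100% = positive control at its reference dose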
HIF activator – HIF pathway transcriptional activation; activation, % at 7.5 µM (by protocol); U2OS HRE-luciferase reporter, luminescence; normalized: DMSO 0%, desferrioxamine 100%; hit rate 0.32% among 300,000;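 active means mean activation of at least 10% of the iron chelator positive control signal, with at least half of replicates also reaching 10%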
TRPC4 inh – blocks the mouse TRPC4 cation channel. Q9QUQ5. HEK293 TRPC4beta/mu-opioid, DAMGO-evoked Fluo4 calcium flux; stronger effect = lower value. B-score at 10 µM. hit rate 0.39% among 300,000;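 active means B-score over 3 SD under the library average, no early fluorescence shift, positive overall ratio signal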
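test system = HEK293 cells with stable TRPC4beta plus mu-opioid receptor expression | detection = Fluo4 Ca2+ flux fluorescence | read-out = integrated fluorescence ratio relative to baseline, converted to per-well B score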
TRPC6 activator – activates the mouse TRPC6 cation channel; Q61143; HEK293-TRPC6 membrane potential dye fluorescence; stronger effect = higher value; B-score at 10 µM; hit rate 0.13% among 310,000;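 active means B-score of the integrated fluorescence ratio above library mean plus 3 SD, and starting fluorescence ratio within library mean plus 5 SD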;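 further: higher score means more depolarization so channel activation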
Platelet DG rel – modulates dense granule release in human platelets. human platelet-rich plasma, SFLLRN dense granule ATP release, luminescence. inhibition, %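 (compounds screened at 7.5 µM in platelet-rich plasma)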. hit rate 0.22% among 300,000;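 active means mean replicate score, as percent of positive control, at or above 50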
TRPC6 inh – blocks the mouse TRPC6 cation channel; HEK293-TRPC6, membrane potential dye, ACh-evoked depolarization; stronger effect = lower value; hit rate 1.1% among 310,000; AID 2553; Q61143; B-score at 10 µM;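 active means B-score under library mean minus 3 SD, initial fluorescence not abnormally high, positive integrated signal ratio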;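 further: B-score derived from integrated fluorescence ratio over the kinetic read; more negative B-score means stronger inhibition of depolarization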
RGS4 act – RGS4 potentiation or activation; HEK293 M3R/inducible RGS4, carbachol calcium flux Fluo4; stronger effect = lower value; B-score at 10 µM; hit rate 0.92% among 310,000;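 active means B-score of the integrated calcium signal more than 4 SD below the library mean, with starting fluorescence not abnormally high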;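 further: negative B-score means reduced calcium response which marks RGS4 activation or potentiation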
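Detection: kinetic calcium fluorescence imaging with Fluo4-AM dye, 2 µM / Material: HEK293 cells with stable M3R and inducible RGS4 / Schedule: recording 10 s baseline at 1 Hz, 100 s post-agonist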
MrgX1 allo act – human MrgX1 positive allosteric modulation, primary screen. Q96LB2. MrgX1-HEK293, Fluo-4 calcium flux, FDSS; stronger effect = higher value. B-score at 10 µM. hit rate 0.63% among 310,000;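 active means plate-corrected calcium response at least 3 library SD above typical, normal starting fluorescence, not activating the receptor alone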;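 further: compound read alongside a low EC10 to EC30 dose of BAM8-22 agonist; peak minus trough fluorescence over baseline measured at the second addition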
RGS4 block – inhibitors of human RGS4. P49798. hit rate 0.45% among 310,000. AID 463165. HEK293 M3R/RGS4 inducible, Fluo-4 calcium flux; stronger effect = higher value; triggered by carbachol at its EC20. B-score at 10 µM;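 active means B-score, a plate-corrected calcium signal, over three deviations above library mean, with baseline fluorescence within five deviations of library mean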;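 further: RGS4 expression induced by doxycycline in cells with stable M3 receptor; B-score is computed from the integrated fluorescence ratio over baseline after carbachol; higher B-score means a larger calcium signal and so more RGS4 inhibition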
Target sequence (P49798 whole entry, looked up): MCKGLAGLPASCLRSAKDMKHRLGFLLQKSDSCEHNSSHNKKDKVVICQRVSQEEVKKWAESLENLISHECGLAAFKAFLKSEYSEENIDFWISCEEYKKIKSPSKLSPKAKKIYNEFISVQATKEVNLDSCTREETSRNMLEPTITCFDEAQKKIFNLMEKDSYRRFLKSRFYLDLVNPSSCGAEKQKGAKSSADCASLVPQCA
An asterisk follows results filed as active; i = inactive; . = not tested or not shown. Compounds as they come. Share with any hit: about 6.1%.

Order of results – MrgX1 antag | RGS4 act | TRPC6 activator | Platelet DG rel | TRPC4 inh | RGS4 block | TRPC6 inh | HIF activator | MrgX1 allo act | MrgX1 agonist | SKKanGAS inh
Clc1cccc(-c2sc(Nc3ccccc3)n[n+]2-c2ccccc2)c1Cl
 : i | i | i | -9.0 | i | i | i | -2.0 | i | i | 8.2
CCCn1nc2cc(C(=O)NCCCCc3ccccc3)ccc2c1OCC
 : i | i | i | 7.4 | i | i | i | -0.7 | i | i | -1.9
COc1cc(C(=O)N/N=C/c2cc([N+](=O)[O-])cs2)cc(OC)c1OC
 : i | i | i | -0.5 | i | i | i | -0.5 | i | i | -2.7
NC(=O)C[n+]1cccc(C(N)=O)c1
 : i | i | i | -0.5 | i | i | i | 0.0 | i | i | 0.6
O=c1[nH]c(C2CCN(S(=O)(=O)c3ccccc3C(F)(F)F)CC2)nc2c1nnn2Cc1cccc(F)c1
 : i | i | i | -4.4 | i | i | i | -25.4 | i | i | 41.4
O=C(/C=C/Nc1ccc(S(=O)(=O)Nc2cnc3ccccc3n2)cc1)c1ccccc1
 : i | i | i | -0.7 | i | i | i | -0.3 | i | i | 8.7
COc1cc(-c2nc(S(=O)(=O)c3ccc(Cl)cc3)c(N3CCOCC3)o2)cc(OC)c1OC
 : i | i | i | 4.7 | i | i | i | -0.5 | i | i | 6.2
O=C1/C(=C/c2ccc(F)cc2)CCC1C1CCCC1 (centres undefined)
 : i | i | i | -2.6 | i | i | i | 2.1 | i | i | 0.8
CCCCN1C(=O)/C(=C(/C#N)C(=O)N2CCCC2)c2ccccc21
 : i | i | i | -2.5 | i | i | i | -0.2 | i | i | 0.4
CSc1nsc(/C=C/Nc2ccc(Cl)cc2)c1C#N
 : i | i | i | -3.8 | i | i | i | 0.2 | i | i | 7.9
COc1ccc(S(=O)(=O)Cc2ccc(C(=O)N3CCN(c4cc(C)ccc4C)CC3)o2)cc1
 : i | i | i | -11.8 | i | i | i | -0.3 | i | i | 7.2
COc1ccc(NC(=O)c2cccc(N3C(=O)C4C5C=CC(C5)C4C3=O)c2)cc1Cl (centres undefined)
 : i | i | i | -13.7 | i | i | i | 0.1 | i | i | 2.3
CCCCC(=O)Nc1cccc(NC(=S)NC(=O)Cc2ccccc2)c1
 : i | i | i | 6.4 | i | i | i | -0.8 | i | i | 3.2
COc1c(Cl)cc(Cl)cc1CNCc1ccccc1
 : i | i | i | -7.7 | i | i | i | 0.2 | i | i | -10.3
CCOC(CNC(=O)c1ccc(N2CCc3ccccc32)c([N+](=O)[O-])c1)OCC
 : i | i | i | -9.7 | i | i | i | 0.2 | i | i | 3.8
COc1ccc(/C=C/C(=O)OCC(=O)c2c(N)n(C)c(=O)n(C)c2=O)cc1
 : i | i | i | -18.6 | i | i | i | 0.6 | i | i | 14.3
Cc1ccc(C(=O)c2coc3c2C(=O)C(=O)c2ccccc2-3)cc1
 : i | i | i | -13.3 | i | i | i | 1.6 | i | i | 8.6
CCS(=O)(=O)n1nc(-c2ccccc2)nc1SC
 : i | i | i | 3.1 | i | i | i | 0.3 | i | i | -4.7
COc1ccccc1/C=C(/NC(=O)c1ccccc1)C(=O)NCCN1CCOCC1
 : i | i | i | -4.7 | i | i | i | 1.0 | i | i | -4.0
COc1ccc(C2(C(=O)Nc3cc(C)on3)CCOCC2)cc1
 : i | i | i | -18.4 | i | i | i | 0.1 | i | i | 10.0
Cc1ccc(C(=O)COc2ncnc3cc(Cl)ccc23)cc1
 : i | i | i | -13.2 | i | i | i | 1.8 | i | i | 1.3
C=C(C)c1cccc(C(C)(C)NC(=O)N2CCN(c3ccccc3)CC2)c1
 : i | i | i | 14.2 | i | i | i | -0.3 | i | i | 1.8
COc1ccc(OC)c(NC2=NC3(CCCCC3)N=C(N)N2)c1
 : i | i | i | -0.9 | i | i | i | -0.1 | i | i | 2.1
Cn1cccc1C(=O)NCC1CCCCC1
 : i | i | i | -6.9 | i | i | i | -0.1 | i | i | -6.6
CCOC(=O)Cn1nc(CC)c2ccccc2c1=O
 : i | i | i | -4.3 | i | i | i | -0.4 | i | i | -1.9
CC(C)c1nc2ccc(NC(=O)C34CC5CC(CC(C5)C3)C4)cc2[nH]1
 : i | i | i | 1.2 | i | i | i | 0.4 | i | i | -1.8
CC1=C(C)CC(C(=O)NCc2ccc3c(c2)OCO3)C(C(=O)O)C1 (centres undefined)
 : i | i | i | -6.4 | i | i | i | 0.2 | i | i | -11.7
COC(=O)C(Cc1c[nH]c2ccccc12)NC(=O)c1cc(-c2ccc(OC)c(OC)c2)oc1C (centres undefined)
 : i | i | i | -3.4 | i | i | i | 1.0 | i | i | 20.7
COc1ccc(CC2(CO)CCN(S(=O)(=O)c3sccc3C)CC2)cc1
 : i | i | i | 2.5 | i | i | i | -0.5 | i | i | -9.0
CN(C)CCCN(C(=O)/C=C/c1cccs1)c1nc2c(F)cccc2s1
 : . | i | i | 3.1 | i | i | -7.06* | -0.8 | . | . | 4.4
O=C(NC1CCCC1)c1cc(-c2ccc(Cl)cc2)on1
 : i | i | i | 1.5 | i | i | i | 2.1 | i | i | 14.2
COc1ccc(S(=O)(=O)Nc2nc3ccccc3nc2NCC2CCCO2)cc1 (centres undefined)
 : i | i | i | -1.3 | i | i | i | 0.4 | i | i | -0.2
COc1cc2c(cc1OC)C(c1ccccc1)N(C(=O)CSCC(=O)O)CC2 (centres undefined)
 : i | i | i | 12.5 | i | i | i | 0.5 | i | i | -8.4
Cc1ccc(/C=N/NC(=O)c2cc3c(ccc4ccccc43)o2)cc1[N+](=O)[O-]
 : i | i | i | 0.3 | i | i | i | -0.1 | i | i | 6.5
CCc1nnc(NS(=O)(=O)c2ccc(NC(=O)c3ccc(Br)cc3)cc2)s1
 : i | i | i | -7.1 | i | i | i | -1.5 | i | i | 9.3
Cc1ccc(S(=O)(=O)CCC(=O)OCC(=O)NC(=O)c2ccccc2)cc1
 : i | i | i | 3.1 | i | i | i | 0.0 | i | i | -6.6
COCc1cc(C)nc(NC2CC(C)(C)NC(C)(C)C2)c1C#N
 : i | i | i | 0.9 | i | i | i | -1.9 | i | i | 2.4
O=C(NNc1cccc(Cl)n1)c1c(Cl)cccc1Cl
 : i | i | i | 1.0 | i | i | i | -1.1 | i | i | 2.6
Oc1c(CN2CCN(c3ccccn3)CC2)cc(Cl)c2cccnc12
 : i | i | i | -15.7 | i | i | i | 6.7 | i | i | 108.1*
COc1ccc(C2C(C(=O)N3CCOCC3)c3ccccc3C(=O)N2c2ccc(OC)cc2)cc1 (centres undefined)
 : i | i | i | 4.3 | i | i | i | -1.5 | i | i | -0.8
COc1ccccc1CC(=O)N1CCCc2cc(C)ccc21
 : i | i | i | 9.3 | i | i | i | -26.2 | i | i | -0.2
CCC1=C2CC[C@H]3C(=O)N(CC)C(=O)[C@H]3[C@H]2[C@@]2(Cc3ccccc3)C(=O)N(Cc3ccccc3)C(=O)N2C1=O
 : i | i | i | 4.9 | i | i | i | -0.1 | i | i | -1.6
CCOC(=O)c1c(C)c(C(=O)NCc2cccs2)c(C)n1CC
 : i | i | i | -3.7 | i | i | i | -0.3 | i | i | 1.7
CN(CCc1ccccn1)C(=O)CCC1CCCN(C(=O)c2cccc(N(C)C)c2)C1 (centres undefined)
 : i | i | i | 18.3 | i | i | i | 0.2 | i | i | 0.1
O=C(CN1CCN(S(=O)(=O)c2ccc(Br)cc2)CC1)N/N=C/c1cccs1
 : i | i | i | 6.2 | i | i | i | -0.5 | i | i | 6.1
O=C(c1cc(F)ccc1F)C1CCCN(C(=O)c2cccs2)C1 (centres undefined)
 : i | i | i | 0.8 | i | i | i | -0.7 | i | i | -3.6
CC(=O)C1=C(C)NC(SCC(=O)c2ccc(Cl)c(Cl)c2)=C(C#N)C1c1ccco1 (centres undefined)
 : i | i | i | -0.7 | i | i | i | -0.4 | i | i | 56.1*
Cc1nc2cc3c(cc2s1)OCO3
 : i | i | i | -3.1 | i | i | i | 0.5 | i | i | -3.9
O=C(NC(=S)N1CCCCC1CO)C12CC3CC(CC(C3)C1)C2 (centres undefined)
 : i | i | i | -2.5 | i | i | i | -0.3 | i | i | -3.6
COc1cc(OC)cc(C(=O)OC/C(O)=C(\C#N)c2nc3ccccc3[nH]2)c1
 : i | i | i | -1.3 | i | i | i | 0.1 | i | i | 16.8
O=C(Nc1ccc(N2CCN(C(=O)c3ccc(Cl)cc3)CC2)cc1)c1cc2ccccc2o1
 : i | i | i | 1.1 | i | i | i | 0.4 | i | i | 7.0
O=C(CC12CC3CC(C1)CC(CC(=O)NC1=NCCS1)(C3)C2)NC1=NCCS1
 : . | i | i | -2.9 | i | i | i | -0.3 | . | . | 10.2
O=C(COc1ccc2c3c(c(=O)oc2c1)CCCC3)N1CCN(c2ccccc2)CC1
 : i | i | i | -9.9 | i | i | i | 0.1 | i | i | 16.0
COC(=O)C(O)(NC(=O)c1ccncc1)C(F)(F)F (centres undefined)
 : i | i | i | -2.1 | i | i | i | 0.5 | i | i | 0.1
COc1ccc(NC(=O)CSc2ccc(F)cc2)cc1S(=O)(=O)N1CCCCC1
 : i | i | i | -4.9 | i | i | i | -0.6 | i | i | -8.8
C=CCn1c(SCC(=O)Nc2ccc3c(c2)OCO3)nnc1-c1cc(Br)ccc1O
 : i | i | i | 4.0 | i | i | i | -0.1 | i | i | -3.6
CCOCCCNC(=O)c1ccc2c(=O)n(Cc3ccc4c(c3)OCO4)c(=S)[nH]c2c1
 : i | i | i | 2.8 | i | i | i | -0.8 | i | i | -2.8
COc1ccc(-n2cc(CN3CCC(OC)CC3)c(-c3cccc(F)c3)n2)cc1
 : i | i | i | -2.4 | i | i | i | 0.4 | i | i | -4.5
CCOC(=O)c1[nH]c2ccccc2c1NC(=S)Nc1cccc(C)c1
 : i | i | i | -12.5 | i | i | i | 0.8 | i | i | 0.1
Cc1ccc(NC(=O)c2ccc(COc3ccccc3)o2)nc1
 : i | i | i | -14.8 | i | i | i | 1.4 | i | i | 6.0
Cc1ccc(NC(=O)CNC(=O)c2ccco2)cc1Cl
 : i | i | i | -1.5 | i | i | i | 3.0 | i | i | -2.1
OCCC1CN(CCCc2ccccc2)CCN1Cc1ccc(F)cc1 (centres undefined)
 : i | i | i | -10.2 | i | i | i | -0.2 | i | i | -3.9
CC(NCCN(C)C)C(=O)C12CC3CC(CC(C3)C1)C2 (centres undefined)
 : i | i | i | 6.5 | i | i | i | -0.4 | i | i | 8.6
